# High-throughput results from PubChem BioAssay.
# PostGolgi yeast: phenotypic screen on post-Golgi transport, primary screen; inhibition, % at 10 µM; post-Golgi transport phenotypic cell assay; actives 0.9% (n = 98,000); in the data active = inhibition above about 30%;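 note: yeast cells grown in 1536-well plates; yeast grown about 18 h at 30C before absorbance read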
# E coli WT exp: growth inhibitors of wild-type E. coli, primary screen, strain BW25113, expanded library, OD600; OD600 absorbance; growth inhibition, % at 100 µM; actives 0.15% (n = 98,000);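 active = growth inhibition above about 50% at one test dose, limit read from the data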;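 note: growth measured after 20 h incubation at 37 °C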
# CYP2C19 activ: human CYP2C19 activators, primary screen, biochemical, luminescence; AID 1025, 2008; activation factor at 5 µM; recombinant CYP2C19, luciferin-H EGE luminescence; active compounds read high; 0 = fully inhibited enzyme, 1 = untreated enzyme; 96,000 tested, under 10 active; Cytochrome P450 2C19 (Homo sapiens), P33261;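 active = activation factor of at least 2 at 5 µM in the primary screen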;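 note: 0 = wells with 2.5 mM tranylcypromine and 1 = vehicle-only wells; values of inactives mirror those of a sister screen read the other way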
# Target sequence (P33261 whole entry, looked up): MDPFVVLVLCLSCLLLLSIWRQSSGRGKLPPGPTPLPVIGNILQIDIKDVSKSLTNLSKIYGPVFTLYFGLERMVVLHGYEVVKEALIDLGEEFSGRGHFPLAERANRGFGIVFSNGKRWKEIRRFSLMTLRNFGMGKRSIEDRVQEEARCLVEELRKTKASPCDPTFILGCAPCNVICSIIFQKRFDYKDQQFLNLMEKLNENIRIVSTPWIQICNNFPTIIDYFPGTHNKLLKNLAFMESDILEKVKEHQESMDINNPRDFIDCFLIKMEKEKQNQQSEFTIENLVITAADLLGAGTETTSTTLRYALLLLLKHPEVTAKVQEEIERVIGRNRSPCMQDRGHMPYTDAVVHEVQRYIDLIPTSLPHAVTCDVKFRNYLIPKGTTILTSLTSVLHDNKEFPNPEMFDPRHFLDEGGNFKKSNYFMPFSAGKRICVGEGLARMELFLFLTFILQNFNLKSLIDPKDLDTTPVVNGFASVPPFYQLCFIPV
# PTK2B oligo ant: antagonists of Pyk2 self-association, primary screen, Q293 cells, FERM NanoBiT luminescence, HTS. Protein-tyrosine kinase 2-beta (Homo sapiens), Q14289. active compounds read low. z-score (the deposit names both 25 µM and 10 µM). actives 0.83% (n = 99,000). AID 1347419, 2020;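 active = Z-score of -3 or lower, scaled per plate to the spread of control and sample wells; inactive = z-score above -3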;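 note: negative z-score means lost luminescence so less FERM oligomerization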
# CYP2C9 inh: blockers of cytochrome P450 2C9 activity – biochemical, luminescence, ADME assay, primary screen. P11712. CYP2C9 Supersomes, luciferin-H conversion. inhibition, % at 5 µM. actives 20% (n = 96,000);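 active = blocking of liver enzyme CYP2C9 beyond about 50% at 5 µM, limit read from the data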; note: values of inactives mirror those of a sister screen read the other way
# Target sequence (P11712 whole entry, looked up): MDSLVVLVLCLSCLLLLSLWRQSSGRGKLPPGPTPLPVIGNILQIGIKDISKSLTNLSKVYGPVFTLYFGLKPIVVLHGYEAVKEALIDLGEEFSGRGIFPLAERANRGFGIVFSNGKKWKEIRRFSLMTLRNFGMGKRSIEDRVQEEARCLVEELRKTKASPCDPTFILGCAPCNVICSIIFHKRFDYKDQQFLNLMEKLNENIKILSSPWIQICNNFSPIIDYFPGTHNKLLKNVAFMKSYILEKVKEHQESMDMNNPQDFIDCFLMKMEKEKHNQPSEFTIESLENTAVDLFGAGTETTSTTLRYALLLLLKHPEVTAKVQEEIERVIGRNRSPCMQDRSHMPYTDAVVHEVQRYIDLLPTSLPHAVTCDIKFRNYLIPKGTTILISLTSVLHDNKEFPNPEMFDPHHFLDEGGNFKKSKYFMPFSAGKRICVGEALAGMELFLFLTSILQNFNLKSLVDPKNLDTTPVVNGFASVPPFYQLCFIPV
# PLAP activator: PLAP enzyme activators, biochemical, luminescence, HTS; activation fold at 20 µM; purified PLAP enzyme, luminescent substrate read-out; active compounds read high; Alkaline phosphatase, placental type (Homo sapiens), P05187; actives 1.2% (n = 96,000); in the data active = activation fold above about 2
# EphB4 antag: EphB4-ephrin-B2 interaction antagonists, primary screen, biochemical, TNYL-RAW peptide probe, fluorescence polarization; EphB4 LBD / TNYL-RAW-Alexa532 peptide; actives 0.15% (n = 97,000); inhibition, % at 7 µM;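 active = inhibition above the screen-wide mean inhibition plus 3 SD, cut at about 15% in these data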;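 note: 0% = DMSO wells and 100% = excess unlabeled TNYL-RAW peptide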
# CYP2C19 inhib: blockers of cytochrome P450 2C19 activity – biochemical, luminescence, ADME assay, primary screen; P33261; CYP2C19 Supersomes, luciferin-H EGE luminescence, 30 min; inhibition, % at 5 µM; actives 21% (n = 96,000); AID 778, 2007;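 active = CYP2C19 inhibition above a set limit at 5 µM in the primary screen, cut at about 50% in these data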;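 note: plate controls were negative control wells for no effect and 2.5 mM tranylcypromine positive control for full effect; values of inactives mirror those of a sister screen read the other way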
# CYP2C9 activ: human CYP2C9 activators, primary screen, biochemical, luminescence; recombinant CYP2C9, luciferin-H conversion; active compounds read high; factor 1 = untreated enzyme, 0 = blocked; activation factor at 5 µM; actives 1.4% (n = 96,000); AID 1024, 2008;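 active = activation factor of 2 or more for CYP2C9 at a 5 µM dose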;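 note: 0 = sulfaphenazole-blocked wells and 1 = vehicle-only wells; values of inactives mirror those of a sister screen read the other way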
# * hit, by the source's call; . = no result given.
SMILES,PostGolgi yeast,E coli WT exp,CYP2C19 activ,PTK2B oligo ant,CYP2C9 inh,PLAP activator,EphB4 antag,CYP2C19 inhib,CYP2C9 activ
NC(=O)C[C@@H]1N[C@]2(C(=O)Nc3ccccc32)[C@@H]2C(=O)N(C3CCCCC3)C(=O)[C@H]12,8.9,-7.0,0.8,1.08,3.5,1.2,7.0,20.7,1
COc1ccc(NS(=O)(=O)c2cccc(C(=O)N/N=C(\C)c3ccc(-n4ccnc4)cc3)c2)cc1,7.8,-6.0,0.1,0.03,99.2*,2.1*,1.8,92.7*,0
CCCNC(=O)C1CNc2ccccc2O1 (stereo not drawn),-7.4,-4.0,1.1,1.32,-3.2,0.9,2.1,-8.3,1
Cc1sc2ncn(-n3c(C)ccc3C)c(=O)c2c1C,-6.9,1.0,0.5,-0.35,18.2,1.4,-7.5,47.2,0.8
COc1cccc(-c2ccc(=O)n(CC(=O)Nc3cc4c(cc3NC(C)=O)OCCO4)n2)c1,-3.0,-6.0,0.3,-0.88,38.5,1.6,2.5,68.8*,0.6
CCCCn1c(/N=C/c2c[nH]c3ccccc23)nc2ccccc21,0.6,20.0,0.7,0.29,5.3,1,-1.2,28.4,0.9
COc1ccc(N2CCN(S(=O)(=O)c3ccc(Br)s3)CC2)cc1,-9.6,0.0,0.8,-1.2,7.4,0.9,-1.1,18.4,0.9
CCC1=NC(c2ccccc2)N(O)C1(C)C (stereo not drawn),18.2,3.0,1,0.19,4.8,1,-1.6,-0.7,1
Cc1ccc(C(=O)NNC(=S)Nc2cccc3ccccc23)s1,-3.7,0.0,0.6,-0.79,65.2*,1.6,1.5,38.5,0.3
O=C(NCCN1CCOCC1)c1ccc(=O)oc1,10.9,8.0,1.2,-0.5,5.6,0.9,0.5,-16.3,0.9
Cc1ccc(C(=O)c2ccc(C(F)(F)F)cc2)cc1,3.0,0.0,0.6,.,14.0,1,9.4,35.4,0.9
O=C(Nc1nnc(C2CCCO2)s1)c1ccc(Br)cc1 (stereo not drawn),-6.5,-9.0,1.1,1.17,5.9,1,-2.4,-7.8,0.9
Cc1ccc(-n2nnnc2SCC(=O)N2CC(=O)Nc3ccccc32)cc1,3.7,4.0,0.5,-0.24,-47.8,0.9,-6.0,51.5*,1.5
CC(OC(=O)C1=Cc2ccccc2OC1)C(=O)NC1CCCC1 (stereo not drawn),-2.0,-3.0,0.9,1.8,31.4,0.9,-2.1,10.5,0.7
CCCc1cc(=O)oc2cc(C)cc(O)c12,-10.5,22.0,0.7,-2.31,-30.7,1,-1.1,25.1,1.3
Cc1ccc(OC(C)C(=O)N2CCc3ccccc32)cc1 (stereo not drawn),-7.3,5.0,1,-1.16,-14.6,0.9,-8.5,1.6,1.1
O=C(c1cc2sccc2n1Cc1ccccc1)N1CCc2ccccc21,2.6,-18.0,0.9,-1.35,63.1*,0.7,0.0,12.7,0.4
CC(C)(C)CC(=O)Nc1ccc(Nc2ccccc2)cc1,3.2,18.0,0.9,-1.77,39.0,1,-13.8,13.4,0.6
COc1cccc(-c2cc(C(F)(F)F)nc(N3CCN(c4ccccc4)CC3)n2)c1,-1.2,-10.0,0.9,0.4,27.8,0.9,0.0,6.9,0.7
O=C(NC12CCC(O)C(SC1)/C2=N/O)c1ccccc1 (stereo not drawn),15.8,-3.0,1,0.1,-1.3,0.8,-1.1,-1.1,1
COc1ccc(-c2nnc(SCCc3ccccc3)n2N)cc1,2.9,-1.0,0.8,0.12,-9.2,0.8,0.9,15.8,1.1
Cc1cccc(Oc2c(C=O)c3ccccc3n2C)c1,4.7,7.0,0.6,-1.27,-36.2,0.8,-4.9,35.9,1.4
C/C(=N/NS(=O)(=O)c1ccc(Br)cc1)c1ccc(NC(=O)c2ccc(C)o2)cc1,3.0,-4.0,0.5,0.45,97.8*,1.1,-10.1,49.7,0
Cc1cc2nc(-c3cccnc3SCC(=O)NCc3ccco3)[nH]c2cc1C,0.9,-13.0,.,0.21,.,.,-1.4,.,.

# Two entries from above, as labelled records:
Molecule: O=C(NC12CCC(O)C(SC1)/C2=N/O)c1ccccc1 (stereo not drawn)
  PostGolgi yeast: 15.8; E coli WT exp: -3.0; CYP2C19 activ: 1; PTK2B oligo ant: 0.1; CYP2C9 inh: -1.3; PLAP activator: 0.8; EphB4 antag: -1.1; CYP2C19 inhib: -1.1; CYP2C9 activ: 1

Molecule: COc1ccc(-c2nnc(SCCc3ccccc3)n2N)cc1
  PostGolgi yeast: 2.9; E coli WT exp: -1.0; CYP2C19 activ: 0.8; PTK2B oligo ant: 0.12; CYP2C9 inh: -9.2; PLAP activator: 0.8; EphB4 antag: 0.9; CYP2C19 inhib: 15.8; CYP2C9 activ: 1.1

# New compounds follow
SMILES,PostGolgi yeast,E coli WT exp,CYP2C19 activ,PTK2B oligo ant,CYP2C9 inh,PLAP activator,EphB4 antag,CYP2C19 inhib,CYP2C9 activ
Cc1ccc(S(=O)(=O)NC(=NCC(=O)O)c2ccc(F)cc2)cc1,-1.6,1.0,1.1,0.56,-4.8,1.1,6.4,-14.6,1
CCCOc1ccc2oc(=O)c3c(c2c1)CCCN3C(=O)CN1CCN(c2ncccn2)CC1,.,.,0.4,-0.12,65.1*,1.2,-0.3,62.7*,0.3
COc1ccc(-n2c(Cc3cc(=O)[nH]c(=O)[nH]3)nnc2SCc2ccccc2)cc1,-10.8,4.0,0.9,.,-21.8,1.6,0.6,12.5,1.2
COc1ccc(NC(=O)COn2nnc3ccc(Cl)cc32)cc1OC,10.5,12.0,0.6,1.39,26.5,1.2,9.3,43.5,0.7
Cc1noc(C)c1CSc1nnc(-c2c[nH]c3ccccc23)n1-c1ccc(Cl)cc1,-7.4,-11.0,1.1,-1.76,0.1,0.8,-12.0,-7.4,1
Cc1oc(-c2cccc(Cl)c2)nc1CN1CCCC(C(=O)NC(C)c2ccc3c(c2)OCCO3)C1 (stereo not drawn),-3.2,-1.0,0.1,.,80.6*,1.8,-7.0,86.8*,0.2
N#Cc1ccccc1NC(=O)CSc1nccn1CCc1ccccc1,-1.1,1.0,0.4,-0.44,-39.5,0.8,-8.9,58.7*,1.4
Cc1nnc(NC(=O)c2ccc(Br)cc2)s1,-0.6,-1.0,1.1,2.32,-8.5,1,1.2,-11.8,1.1
CCCSc1nn2c(=O)c3ccccc3nc2s1,-0.9,2.0,0.2,-0.84,48.7,0.9,4.9,78.6*,0.5
CC(/C=N/O)Cc1ccc2c(c1)OCO2 (stereo not drawn),0.5,15.0,.,-0.16,.,.,2.9,.,.
CC(C)CCN1CC(O)=C(c2nc(-c3ccc(Cl)cc3)cs2)C1=N,9.4,-14.0,0.9,0.4,22.0,1,7.1,11.5,0.8
COc1cc(C)c(Cl)c(C)c1S(=O)(=O)NCc1cccnc1,-1.0,-2.0,0.5,0.72,16.0,0.9,0.5,49.6,0.8
COCCCN1C(=O)C(=O)/C(=C(/O)c2ccc(OC)cc2)C1c1cccc(OC)c1 (stereo not drawn),5.1,-2.0,1,-0.83,3.9,1,2.8,4.1,1
CC1CN(S(=O)(=O)c2ccc(NC(=O)c3ccco3)cc2)CC(C)O1 (stereo not drawn),13.7,6.0,0.8,-0.75,49.5,1.3,-2.8,18.1,0.5
Cc1[nH]nc2c1C(c1ccccc1F)NC2=O (stereo not drawn),0.6,10.0,1,.,-6.2,1.2,0.3,-1.1,1.1
CC12CN3CC(C)(CN(C1)C3c1ccccc1Cl)C2O (stereo not drawn),2.4,2.0,.,0.56,.,.,11.3,.,.
O=C(O)CCCC(=O)NCCCCc1ccccc1,-4.9,-2.0,1,0.7,2.3,1.2,-4.2,-2.3,1
COc1cc2c(cc1OC)C(C)N(C(=O)Cn1ncc3c1-c1ccccc1OC3)CC2 (stereo not drawn),-4.2,4.0,0.9,.,22.5,1.4,2.1,13.8,0.8
Cn1cc(S(=O)(=O)NCc2cccs2)c(=O)n(C)c1=O,-7.1,6.0,1.2,.,-13.1,1,-2.5,-18.5,1.1
CN(C)C(=O)N1CCN(C(=O)N(C)C)CC1,3.5,-1.0,0.9,0.89,7.8,1,7.2,6.8,0.9
C=CCN1C(=O)C(Cc2cccc(Cl)c2)S/C1=N/N=C/c1ccco1 (stereo not drawn),-8.3,-7.0,1.1,-0.68,-2.7,1,2.9,-10.3,1
CC1(C)CC(=O)C=C(NCCc2ccc(S(N)(=O)=O)cc2)C1,5.8,10.0,1,0.31,-9.1,1,.,0.9,1.1
O=C(Cn1c(=O)n(-c2ccc(F)cc2)c(=O)c2sccc21)N1CCCC1,-2.4,2.0,1.1,0.17,-13.9,1,0.7,-6.1,1.1
OCCCN1c2ccccc2Nc2nnc(-c3ccccc3)cc21,1.9,0.0,0.6,-2.25,46.3,10.1,-4.1,39.5,0.5
COCCn1nnnc1C(c1ccc(OC)cc1OC)N1CCN(c2ccccc2)CC1 (stereo not drawn),-2.0,3.0,0.5,-4.11*,21.4,1.5,-1.2,49.8,0.8
CN(C(=O)C12CC3CC(CC(C3)C1)C2)C1(C)CCS(=O)(=O)C1 (stereo not drawn),1.9,2.0,1,0.43,-9.2,0.9,0.6,-1.1,1.1
CC(=O)N1CCC(=O)N(C(C)C)c2ccccc21,-3.0,-3.0,1.1,1.08,4.1,1,-3.8,-7.0,1
COc1ccc(OC)c2c1CC(C)(C)NC2=O,-1.8,0.0,1.1,.,5.1,0.9,.,-11.9,0.9
COc1cc(OC)cc(C(=O)N(Cc2cc3cc(C)ccc3[nH]c2=O)C(C)C)c1,-3.5,-4.0,0.9,0.83,32.7,1.3,-6.8,10.2,0.7
CC(=O)c1c[nH]c(C(=O)NCC2CCCO2)c1 (stereo not drawn),19.3,10.0,0.3,-0.16,10.7,0.9,-4.9,68.8*,0.9
O=C(CSc1nc2ncccc2[nH]1)Nc1ccc2c(c1)OCCO2,6.3,7.0,0.2,0.18,95.5*,1.8,-4.8,82.3*,0
O=C(NNC(=O)c1ccccc1-n1cccc1)c1ccccc1,1.8,-1.0,1,1.36,11.5,1.4,3.4,2.2,0.9
COC(=O)CCC(=O)N1CCc2cc(S(=O)(=O)N3CCN(c4ccccc4Cl)CC3)ccc21,-3.3,2.0,0.7,0.08,59.0*,1.1,-1.0,32.5,0.4
CCC(C)OC(=O)C1C(c2ccccc2)C(C(=O)O)C1c1ccccc1 (stereo not drawn),-1.6,-9.0,1.2,1.61,23.3,1.1,-0.4,-21.9,0.8
COc1ccc(NC2=Nc3ccccc3N3C2=Nc2c(c(C)nn2-c2ccc(C)cc2)C3c2cccnc2)cc1 (stereo not drawn),-4.8,-7.0,0.7,-2.56,55.7*,1.4,-5.8,25.3,0.4
Cc1cc(C)nc(-n2nc(C)c3c(C(F)(F)F)cc(=O)[nH]c32)n1,-0.6,-6.0,1,0.31,64.9*,1.1,1.6,4.5,0.4
O=C(NCC(=O)N1CCCC1)c1cccs1,-3.9,9.0,1.1,-0.1,-8.5,0.9,-1.6,-9.4,1.1
Cc1ccc(N2CCN(C(=O)c3ccccc3F)CC2)c(C)c1,-0.7,8.0,0,.,89.0*,1.4,-3.3,100.4*,0.1
CCSc1ccccc1C(=O)N1CCN(c2ccccc2F)CC1,6.1,4.0,0.5,-0.74,57.8*,0.9,2.7,53.6*,0.4
OC1(c2ccccc2F)CCN(Cc2nnc(-c3ccccc3)o2)CC1,-17.9,2.0,0.8,0.05,37.1,1,1.7,15.7,0.6
CCOC(=O)COn1c(=O)c[n+]([O-])c2ccccc21,2.6,3.0,0.9,0.04,4.1,0.9,-2.7,11.8,1
